NOD1 inhibition – inhibition of NOD1-driven NF-kB reporter – cell-based, luminescence, uHTS, primary screen (AID 1578) | one-dose inhibition, % at 4 µM; EC50 in µM for titrated hits | NOD1-driven NF-kB luciferase reporter cells, luminescence; higher % means a stronger effect | hit rate 1% among 290,000; in the data active = inhibition mostly above about 36%, no sharp cut-off; inactive = mostly below about 34%;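 note: HEK-293T reporter cells stimulated with the NOD1 agonist gamma-tri-DAP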
Rac1 GTP hydrolysis – MgcRacGAP GTPase-activating activity inhibitors, confirmation, biochemical, ADP Hunter fluorescence; MgcRacGAP-stimulated Rac1 GTP hydrolysis, ADP Hunter fluorescence; higher % means a stronger effect; GST-tagged Rac1 F28L mutant substrate; one-dose inhibition, % at 30 µM; IC50 in µM for titrated hits; hit rate 0.6% among 340,000; AID 624330;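 active = first-screen hits whose inhibition reached a set limit at any dose in the follow-up dose series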;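 note: fluorescence reports GDP produced by GAP-driven GTP hydrolysis; strong numbers were not always called active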
NTR1 ag – agonists of NTR1, primary screen, imaging, U2OS cells, beta-arrestin-GFP, high content (AID 493036); P30989; NTR1-U2OS beta-arrestin-GFP spot imaging, agonist mode; activation, % at 20 µM; hit rate 0.17% among 330,000;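 active = activation at or above 40% of the spot to cytoplasm intensity ratio, with at least 20 cells analyzed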;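 note: 0% = DMSO without peptide and 100% = 100 nM NTR1 peptide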
Target sequence (P30989 whole entry, looked up): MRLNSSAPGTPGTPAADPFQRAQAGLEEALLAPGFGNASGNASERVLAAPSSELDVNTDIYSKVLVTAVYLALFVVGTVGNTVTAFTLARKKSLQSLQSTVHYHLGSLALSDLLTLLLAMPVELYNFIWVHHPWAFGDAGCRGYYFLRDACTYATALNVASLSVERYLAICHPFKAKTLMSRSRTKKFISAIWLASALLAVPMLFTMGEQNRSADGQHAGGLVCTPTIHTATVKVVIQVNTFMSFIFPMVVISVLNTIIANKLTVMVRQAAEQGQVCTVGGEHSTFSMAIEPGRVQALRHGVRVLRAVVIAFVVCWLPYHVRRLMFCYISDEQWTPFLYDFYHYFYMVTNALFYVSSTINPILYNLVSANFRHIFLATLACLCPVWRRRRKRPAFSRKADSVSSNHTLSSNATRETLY
GPR35 arrestin U2OS – GPR35 antagonists blocking zaprinast-driven arrestin recruitment, primary screen, imaging, U2OS, beta-arrestin-GFP, zaprinast agonist (AID 2058); inhibition, % at 10 µM; hits with a dose series show IC50 in µM; hit rate 0.052% among 290,000; U2OS GPR35 beta-arrestin-GFP translocation imaging, zaprinast antagonism; higher % means a stronger effect;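 active = inhibition of at least 50% with at least 30 cells and total cytoplasm GFP at most 10,000,000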
GPR55 beta-arrestin – selective activators of receptor GPR55 – imaging, U2OS cells, beta-arrestin-GFP redistribution, primary screen (AID 1961) | U2OS GPR55 beta-arrestin-GFP redistribution imaging; higher % means a stronger effect | one-dose activation, % at 10 µM; EC50 in µM for titrated hits | hit rate 0.048% among 290,000;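 active = activation above 40% with more than 50 cells counted in the well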;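 note: U2OS osteosarcoma cells stably expressing GPR55 and beta-arrestin-GFP; plate controls were DMSO negative control for no effect and LPI positive control for full effect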
KOR beta-arrestin-1 – KOR agonists, beta-arrestin recruitment, primary screen, cell-based, luminescence, uHTS (AID 1777). hit rate 0.02% among 280,000. one-dose activation, % at 10 µM; EC50 in µM for titrated hits. KOR beta-arrestin recruitment, luminescence; higher % means a stronger effect; in the data active = activation above about 50%, passing the limit was not always enough; note: a part of the inactive calls stands beside numbers as strong as those of hits
KOR beta-arrestin-2 – kappa opioid receptor blockers – cell-based, luminescence, uHTS (AID 1778). KOR beta-arrestin recruitment, luminescence, antagonist mode; higher % means a stronger effect. inhibition, % at 10 µM, or IC50 in µM where a hit was titrated. hit rate 0.091% among 290,000; in the data active = inhibition above about 50%; note: strong numbers were not always called active
GPR55 LPI antagonism – GPR55 antagonists blocking LPI-driven arrestin recruitment, primary screen, imaging, U2OS, beta-arrestin-GFP, LPI agonist (AID 2013); U2OS GPR55 beta-arrestin-GFP translocation imaging, LPI antagonism; higher % means a stronger effect; hit rate 0.13% among 290,000; inhibition, % at 10 µM; hits with a dose series show IC50 in µM;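 active = spots per cell inhibited over 60%, with over 100 cells counted and total cytoplasm intensity under 500,000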;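 note: U2OS cells stably carrying GPR55 and arrestin-GFP stimulated by 5 µM LPI near EC80; imaged beta-arrestin-GFP aggregate spots per cell after agonist stimulation; plate controls were LPI-stimulated DMSO wells for no effect and DMSO wells without LPI for full effect; some results filed as inactive read as strong as hits; confirmed hits need IC50 under 10 µM and bright autofluorescent wells are also inconclusive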
UTI89 phage lysis – inhibition of K1F phage lysis, E. coli UTI89, bacterial capsule biogenesis inhibitors, alamar blue (AID 488966); E. coli UTI89 K1F phage lysis, alamar blue, 2 h; higher % means a stronger effect; inhibition, % at 100 µM, or IC50 in µM where a hit was titrated; hit rate 0.02% among 340,000;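 active = phage lysis inhibition, versus mean bacterial control, above a set limit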;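 note: capsule biogenesis inhibitors block K1F phage lysis so surviving cells raise fluorescence; higher fluorescence means more inhibition of phage lysis; actives were called in the ten point dose series up to 300 µM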
NTR1 ag cell count 20 µM – also measured in NTR1 ag; calls as there; cell count; measured here: cell count, cytotoxicity flag
* hit, by the source's call; i = inactive; · = no result given; [ ] = remark or other dose.

SMILES | NOD1 inhibition | Rac1 GTP hydrolysis | NTR1 ag | NTR1 ag cell count 20 µM | GPR35 arrestin U2OS | GPR55 beta-arrestin | KOR beta-arrestin-1 | KOR beta-arrestin-2 | GPR55 LPI antagonism | UTI89 phage lysis
Cc1c(C(=O)N2CCN(Cc3ccc4c(c3)OCO4)CC2)sc2ncnc(N3CCN(c4ccccc4F)CC3)c12 | 41% | 2% | 5.6 | 67 | 9% | -0.2% | 14% | -45% | -11% | -0.1%
COC(=O)CSc1nnc(-c2c[nH]c3ccccc23)o1 | -16% | 9% | -0.2 | 51 | 15% | 0.0% | -1.7% | -38%[20 µM] | 7% | -0.8%
CN(C(=O)c1ccc(OC2CCN(C(=O)c3cccnc3)CC2)cc1)C1CCCCC1 | -9% | 3% | 2.8 | 46 | 5% | -0.1% | · | -33%[20 µM] | 2% | 0.2%
CC(C)CC(NC(=O)C(CC(C)C)NC(=O)C(Cc1ccc(OCc2ccccc2)cc1)NC(=O)OC(C)(C)C)C(N)=O (stereo not given) | -48% | 6% | 1.4 | 45 | 16% | -0.1% | · | -5%[20 µM] | 8% | -0.6%
Cc1ccc(C2NC(C(=O)O)CS2)cc1 (stereo not given) | -43% | · | 1.9 | 43 | 3% | 0.3% | -0.3% | -34% | -8% | ·
CCOc1cc(/C=C2\NC(=O)NC2=O)ccc1OC(C)C(=O)O (stereo not given) | -24% | 4% | -0.3 | 60 | -12% | 0.3% | 1.3% | -10%[20 µM] | 2% | 0.8%
CCCCCCCCCCCCC(NC(C)=O)(C(=O)OCC)C(=O)OCC | 11% | 3% | 5.4 | 93 | 4% | -0.1% | 2.2% | -1% | 15% | 0.1%
Cc1occc1C(=O)N1CCN(C(=O)C2CCCO2)CC1 (stereo not given) | -14% | -6% | -0.4 | 71 | 6% | -0.1% | -0.1% | 5% | -2% | 1.2%
Cc1nc2c([nH]c3ccc(Br)cc32)s1 | · | 7% | -0.9 | 50 | -22% | -0.1% | -0.5% | 1% | -1% | i
C(=N\N1CCOCC1)/c1cn(-c2ccccc2)nc1-c1ccccc1 | -8% | 6% | 0.1 | 31 | 3% | -0.3% | 4.2% | -40% | 2% | -0.3%
CCOc1ccc(Nc2nc3c(c(=O)[nH]2)CCC3)cc1 | 8% | 1% | -1.1 | 84 | 4% | -0.2% | -0.8% | 26% | -1% | 0.0%
COC(=O)Cn1c2ccccc2c2nc(C)sc21 | -14% | 2% | -2.0 | 48 | -19% | -0.1% | -0.9% | -3% | 7% | 4.4%
O=C1CC[C@@H](CN(Cc2ccccc2)Cc2cn[nH]c2-c2cc3ccccc3o2)N1 | -30% | 10% | 5.0 | 54 | -4% | -0.2% | -1.9% | -6% | -9% | -0.2%
Cc1cc(Cl)ccc1NC(=O)CN1C(=O)NC2(CCCC2)C1=O | -2% | 7% | -0.7 | 48 | 1% | -0.1% | -0.4% | 2% | 11% | 0.0%
Cn1ccnc1COc1ccc(/C=N/O)cc1 | -31% | 7% | 0.6 | 76 | -7% | 1.2% | -6.6% | 9%[20 µM] | -8% | -0.1%
CC(C)(C)N1CCC1C(N)=O (stereo not given) | 19% | · | · | · | -9% | -0.1% | · | 10% | -3% | ·
Cc1cccc(NC(=O)c2cc(-c3cc(Cl)ccc3O)n[nH]2)c1 | -12% | · | 1.9 | 52 | -9% | 0.7% | -4.6% | 8% | -10% | 0.0%
CC(=O)c1ccc(N2CCN(S(=O)(=O)c3cn(C)c(C)n3)CC2)cc1 | -38% | 7% | -0.1 | 59 | -4% | -0.2% | 4.3% | -8% | 22% | 0.2%
O=S(=O)(N/N=C\c1cccn1-c1ccccc1)c1ccc2ccccc2c1 | 18% | 14% | 0.5 | 53 | 4% | -0.1% | 0.5% | -13% | 24% | -0.2%
O=C(Cn1cnc2ccccc2c1=O)Nc1ccc(S(=O)(=O)N2CCOCC2)cc1 | -26% | -3% | -0.9 | 32 | 11% | -0.4% | -0.9% | -2% | 3% | 0.0%
COc1ccc(-c2csc(N3C(=O)CNC3=S)n2)cc1 | -89% | 2% | · | · | -7% | -0.1% | -5.3% | -7% | 8% | 0.2%
CCCNC(=O)c1ccc2c(=O)c(O)c(-c3ccc(F)cc3)[nH]c2c1 | 6% | 3% | 0.3 | 80 | 15% | -0.1% | -0.4% | 19% | 10% | 3.9%
Cc1c(NC(=O)CN2CCC(C(N)=O)CC2)cccc1[N+](=O)[O-] | -25% | 5% | -0.4 | 48 | -20% | 0.1% | -6.7% | -7% | -3% | 0.6%
O=C(Nc1ccc(Cl)cc1)C1CCN(C(=O)c2cccs2)CC1 | -7% | 6% | -1.8 | 49 | 10% | 0.0% | -1.1% | -2% | 11% | 0.1%
Cc1cccc(NC(=S)N(CCCN2CCCC2)Cc2cccn2Cc2ccc(Cl)cc2)c1 | -13% | 8% | 16 | 55 | 5% | -0.4% | -2.1% | -8% | 18% | -0.2%
O=S(=O)(c1cccs1)N1CCN(c2ccc(Cl)cc2)CC1 | -18% | 5% | 3.6 | 49 | 3% | 0.3% | 2.6% | -32% | 3% | 0.1%
Clc1ccc(Cl)c(OCCN2CCCC2)c1 | -24% | 27% | -0.1 | 68 | 2% | 0.2% | -0.1% | 20% | -6% | -0.3%
COc1ccc(NC(=O)COC(=O)CCCc2c[nH]c3ccccc23)cc1 | 10% | 9% | -0.9 | 85 | -4% | -0.2% | -2.4% | -29% | -29% | 0.0%
O=C(C1CCC(C(=O)N2CCCCC2)CC1)N1CCCCC1 (stereo not given) | -14% | -8% | -0.4 | 69 | 19% | 0.3% | -2.2% | 3% | 7% | -0.3%
COc1ccc(C)cc1NC(=O)COC(=O)c1c(C)noc1C | -6% | 5% | 0.1 | 54 | 19% | -0.1% | 2.8% | -20% | -5% | 0.1%
COC1CCN(C(=O)c2ccc(OC3CCN(Cc4ccccn4)CC3)cc2)CC1 | -38% | 4% | 0.5 | 60 | -8% | -0.2% | -0.9% | 2% | 4% | 0.2%
O=C(O)c1ccc(Sc2nnc(-c3cccc(Br)c3)o2)c([N+](=O)[O-])c1 | -26% | 4% | 13 | 73 | -10% | 0.0% | -0.8% | -18% | -3% | -3.8%
Cc1ccc(-c2cc(C(=O)NCCc3ccccn3)c3ccccc3n2)c(C)c1 | -10% | 6% | -1.7 | 65 | -7% | -0.1% | -2.5% | 17% | 11% | 3.6%
CC1CCN(c2c(NCc3ccc(C(=O)NCc4ccccc4)cc3)c(=O)c2=O)CC1 | -3% | -3% | 3.0 | 61 | 26% | -0.1% | 4.3% | · | 14% | -0.2%
COCCCNC(=O)c1cc2cc3cc(OC)ccc3nc2o1 | -8% | 11% | 0.2 | 41 | 18% | 0.0% | -1.7% | 8% | 11% | -0.9%[50 µM]
CCc1[nH]nc2c1C(c1cccnc1)C(C#N)=C(N)O2 (stereo not given) | -19% | 6% | 1.3 | 74 | -15% | -0.1% | -4.4% | 27% | 7% | 0.5%
CCCC(=O)NCCc1ccc(F)cc1 | 5% | 0% | 3.0 | 77 | 10% | 0.3% | -4.4% | -1% | 4% | 0.2%
COCC(=O)N1CCC(Oc2ccc(C(=O)NCCCn3cccn3)cc2)CC1 | 4% | 10% | -1.6 | 62 | 10% | 0.8% | -4.6% | 17% | 1% | 0.1%
COc1cc(NC(=O)COc2cccc(OC)c2)cc(OC)c1 | -36% | 3% | -1.0 | 49 | 9% | -0.2% | 4.4% | -9% | 5% | 0.7%[50 µM]
O=C(Cn1cc(C(F)(F)F)cc(Cl)c1=O)Nc1cc(S(=O)(=O)N2CCOCC2)ccc1Cl | 6% | 8% | 3.3 | 45 | 5% | 0.5% | -3.2% | -16% | 4% | 4.1%

Compound profiles, as listed above:
COCCCNC(=O)c1cc2cc3cc(OC)ccc3nc2o1 is listed as NOD1 inhibition: -8%; Rac1 GTP hydrolysis: 11%; NTR1 ag: 0.2; NTR1 ag cell count 20 µM: 41; GPR35 arrestin U2OS: 18%; GPR55 beta-arrestin: 0.0%; KOR beta-arrestin-1: -1.7%; KOR beta-arrestin-2: 8%; GPR55 LPI antagonism: 11%; UTI89 phage lysis: -0.9%[50 µM]
O=C(Cn1cc(C(F)(F)F)cc(Cl)c1=O)Nc1cc(S(=O)(=O)N2CCOCC2)ccc1Cl is listed as NOD1 inhibition: 6%; Rac1 GTP hydrolysis: 8%; NTR1 ag: 3.3; NTR1 ag cell count 20 µM: 45; GPR35 arrestin U2OS: 5%; GPR55 beta-arrestin: 0.5%; KOR beta-arrestin-1: -3.2%; KOR beta-arrestin-2: -16%; GPR55 LPI antagonism: 4%; UTI89 phage lysis: 4.1%

(next part)
SMILES | NOD1 inhibition | Rac1 GTP hydrolysis | NTR1 ag | NTR1 ag cell count 20 µM | GPR35 arrestin U2OS | GPR55 beta-arrestin | KOR beta-arrestin-1 | KOR beta-arrestin-2 | GPR55 LPI antagonism | UTI89 phage lysis
CC(=O)NC12CC3CC(C1)CC(C(=O)Nc1nc4c(C)cccc4s1)(C3)C2 | -9% | 11% | 0.9 | 51 | -6% | 0.3% | -1.7% | -9% | -1% | -0.2%[50 µM]
Cc1nn(C)c(Oc2cccc(Cl)c2)c1C(=O)Nc1ccc(F)cc1F | 16% | 6% | 0.0 | 47 | 19% | 0.3% | 9.6% | 0% | 2% | 0.7%
COc1cccc(C(=O)COC(=O)CCC(=O)c2ccccc2)c1 | -15% | 11% | -1.2 | 50 | -1% | -0.2% | -0.4% | 14% | 8% | 0.2%
CCOc1cc(CN2CCN(c3ccc(C(C)=O)cc3)CC2)ccc1OC | 11% | 13% | 0.2 | 78 | 11% | -0.2% | -0.5% | 1% | 14% | 3.5%
Cc1ccc(C(=O)OCC(=O)NC(=O)Cc2ccccc2)c(O)c1 | 23% | 7% | 0.2 | 69 | 11% | 0.0% | -5.6% | 16% | 7% | 0.3%[50 µM]
N#C/C(=C\c1c(F)cccc1Cl)C(=O)NC1CC1 | -9% | 2% | 1.1 | 52 | -8% | 0.0% | 2.0% | -1% | 30% | -0.2%
NC(=O)Cn1nnc(-c2ccc(NC(=O)c3ccc(F)cc3)cc2)n1 | -44% | 4% | -1.2 | 99 | 20% | -0.3% | -2.5% | 10% | 11% | -0.1%
c1ccc(-n2ncc3c(NC4CCCCCC4)ncnc32)cc1 | -1% | 9% | 2.6 | 92 | 5% | -0.1% | 2.2% | 3% | 0% | 0.1%
CCCCc1ccc(NC(=O)N[C@@H](CC(C)C)C(=O)O)cc1 | -3% | 5% | 6.7 | 57 | 9% | -0.3% | 0.1% | · | 0% | 13%
CSCCNC(=O)Nc1c(-c2c(Cl)cccc2Cl)noc1C | -5% | 6% | -1.7 | 36 | 0% | 0.0% | -1.9% | 11% | 14% | -0.4%

A portion of the library (hit frequency here may not be typical).
